Screening data: PubChem BioAssay, several laboratories
UTI89 phage lysis = protection from phage-mediated lysis, alamar blue read-out – E. coli UTI89, K1F phage, bacterial capsule biogenesis inhibitors (AID 488966); inhibition, % at 100 µM; hits with a dose series show IC50 in µM; E. coli UTI89 K1F phage lysis, alamar blue, 2 h; higher % means a stronger effect; 0.02% of 340,000 active;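 active = phage lysis inhibition, versus mean bacterial control, above a set limit; inconclusive = no clear call, values can overlap the other calls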;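 also: capsule biogenesis inhibitors block K1F phage lysis so surviving cells raise fluorescence; higher fluorescence means more inhibition of phage lysis; actives were called in the ten point dose series up to 300 µM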
West Nile virus CPE = inhibition of WNV-induced cytopathic effect – cell-based, CPE readout (AID 1621). West Nile virus-infected cells, CPE inhibition; higher % means a stronger effect. 0.02% of 290,000 active. one-dose CPE inhibition, % at 10 µM; IC50 in µM for titrated hits; in the data active = a potency from the dose series; inconclusive = CPE inhibition mostly from about 3.7% at the one dose, without a potency; inactive = the rest, 99 in 100 with CPE inhibition below about 2.2%; also: strong numbers were not always called active
NTR1 agonist = agonists of NTR1, primary screen, imaging, U2OS cells, beta-arrestin-GFP, high content (AID 493036) | activation, % at 20 µM | NTR1-U2OS beta-arrestin-GFP spot imaging, agonist mode | P30989 | 0.17% of 330,000 active;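 active = activation at or above 40% of the spot to cytoplasm intensity ratio, with at least 20 cells analyzed; inconclusive = wells under 20 cells, flagged as cytotoxic or low count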;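 also: 0% = DMSO without peptide and 100% = 100 nM NTR1 peptide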
Target sequence (P30989 whole entry, looked up): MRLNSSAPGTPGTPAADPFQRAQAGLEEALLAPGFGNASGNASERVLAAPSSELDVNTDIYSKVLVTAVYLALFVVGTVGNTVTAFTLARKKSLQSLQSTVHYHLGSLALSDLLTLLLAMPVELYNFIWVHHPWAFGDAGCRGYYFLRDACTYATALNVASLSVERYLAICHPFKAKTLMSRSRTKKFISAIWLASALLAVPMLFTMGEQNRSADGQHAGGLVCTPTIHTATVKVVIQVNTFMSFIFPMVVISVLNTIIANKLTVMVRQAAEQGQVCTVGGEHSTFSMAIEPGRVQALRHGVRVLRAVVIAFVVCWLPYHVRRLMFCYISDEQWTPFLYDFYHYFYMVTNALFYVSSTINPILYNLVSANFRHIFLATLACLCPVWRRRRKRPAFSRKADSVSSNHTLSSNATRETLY
Dengue-2 NS5 capping = flavivirus cap methylation enzyme inhibition – biochemical, confirmation dose response, primary screen (AID 588689). 0.3% of 340,000 active. inhibition, % at 25 µM, or IC50 in µM where a hit was titrated. Dengue-2 NS5 methyltransferase capping enzyme assay, biochemical; higher % means a stronger effect; in the data active = a potency from the dose series; inconclusive = inhibition above about 29% without an active follow-up result
RSV CPE inhibition = RSV antiviral activity via CPE protection, HEp-2 cells, primary 10 µM value included (AID 2391); HEp-2 cells, RSV-induced CPE inhibition; higher % means a stronger effect; CPE inhibition, % at 10 µM, or IC50 in µM where a hit was titrated; 0.13% of 310,000 active; in the data active = a potency from the dose series; inconclusive = CPE inhibition mostly from about 23% at the one dose, without a potency; inactive = the rest, 99 in 100 with CPE inhibition below about 21%; also: strong numbers were not always called active
SV40 large T antigen = TAg ATPase/helicase activity blockers – biochemical (AID 1903) | 0.39% of 310,000 active | SV40 large T antigen ATPase/helicase inhibition assay; higher % means a stronger effect | inhibition, % at 20 µM, or IC50 in µM where a hit was titrated; in the data active = a potency from the dose series; inconclusive = inhibition mostly from about 32% at the one dose, without a potency; inactive = the rest, 99 in 100 with inhibition below about 32%; also: strong numbers were not always called active
T cell modulator = T cell immune modulators affecting CD8 T cell-vesicle binding. 2C CD8+ T cell-vesicle binding, flow cytometry; hits give low values. calls only at 7 µM. 0.068% of 330,000 active. AID 2052;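 active = response, share of CD8 T cells binding vesicles, and their 90th percentile fluorescence all below set limits, cut at about 80% in these data, passing the limit was not always enough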
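Also added: QL9-peptide-loaded Drosophila micro-vesicles bearing Ld, ICAM-1 and B7-1; Test system: purified 2C TCR transgenic mouse naive CD8+ T cells; Measured by: cytometric PE anti-B7-1 and Alexa647 anti-CD8 signals after 1% paraformaldehyde fixation; Timing: binding step 1.5 h, 37 °C, antibody labelling 20 min, ice.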
Rac1 GTP hydrolysis = MgcRacGAP GTPase-activating activity inhibitors, confirmation, biochemical, ADP Hunter fluorescence; MgcRacGAP-stimulated Rac1 GTP hydrolysis, ADP Hunter fluorescence; higher % means a stronger effect; GST-tagged Rac1 F28L mutant substrate; inhibition, % at 30 µM; hits with a dose series show IC50 in µM; 0.6% of 340,000 active; AID 624330;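 active = first-screen hits whose inhibition reached a set limit at any dose in the follow-up dose series; inconclusive = inhibition above the set first-screen limit but never retested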;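 also: fluorescence reports GDP produced by GAP-driven GTP hydrolysis; strong numbers were not always called active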
Salmonella PhoP GFP = inhibitors of PhoP regulon expression, primary screen, Salmonella Typhimurium, GFP reporter (AID 1863); inhibition, % at 50 µM, or IC50 in µM where a hit was titrated; 0.16% of 300,000 active; S. Typhimurium PhoP-regulated promoter GFP reporter, 4 h; higher % means a stronger effect;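 active = inhibition over 29.93%, a cutoff 3 SD above the screen mean, later confirmed by dose response; inconclusive = inhibition over 29.93% but no dose response follow-up; inactive = inhibition at most 29.93% or unconfirmed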;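 also: 0% = low Mg2+ inducing control and 100% = high Mg2+ repressing control; strong numbers were not always called active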
T cell modulator vesicle-bound % = also measured in T cell modulator; calls as there; double positive events, %; measured here: CD8+ vesicle-bound cell fraction;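 binding gate set so that unloaded-vesicle control wells show 10% double positive cells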
NTR1 agonist cell count 20 µM = further read-out of NTR1 agonist, marked with its call; cell count; measured here: cell count, cytotoxicity flag
Dengue-2 NS5 capping pilot replicate = second read-out of Dengue-2 NS5 capping, no call of its own (marks repeat the call); inhibition, %; measured here: pilot screen replicate inhibition
* hit, by the source's call; i = inactive; u = inconclusive; x = not tested or not shown; [ ] = another dose, or the depositor's remark.

SMILES | UTI89 phage lysis | West Nile virus CPE | NTR1 agonist | NTR1 agonist cell count 20 µM | Dengue-2 NS5 capping | RSV CPE inhibition | SV40 large T antigen | T cell modulator | T cell modulator vesicle-bound % | Rac1 GTP hydrolysis | Salmonella PhoP GFP | others
Clc1ccc(SCCCCn2ccnc2)cc1 | 1.6% | -0.4% | 1.1 | 43 | 5% | -1.0% | 1% | i | 4 | u | 35%
O=C(O)c1ccc(-c2noc(-c3ccccc3Cl)n2)cc1 | 0.2% | -0.2% | -4.8 | 49 | 1% | 4.6% | 27% | i | 28 | 1% | x
O=C(Nc1ccccc1)/C(=C/c1ccccc1)NC(=O)c1ccco1 | -0.4% | -0.5% | 0.8 | 40 | 2% | -0.5% | 1% | i | 34 | 0% | -1%
COC(=O)c1[nH]c2ccc(Br)cc2c1NC(=O)CN1CCN(C2CCCCC2)CC1 | -0.1% | -2.7% | 3.3 | 92 | -2% | -1.0% | 2% | i | 5 | 11% | 0%
O=[N+]([O-])c1cc(CN2CCN(c3cccc(C(F)(F)F)c3)CC2)c2cccnc2c1O | x | -1.2% | 2.0 | 39 | x | -3.9% | 9% | i | 40 | x | u
CC(C)C(NS(=O)(=O)c1ccc2c(c1)oc(=O)n2C)C(=O)N1CCN(Cc2ccccc2)CC1 (stereo not given) | -0.2% | -0.2% | 0.3 | 66 | -2% | -0.7% | 3% | i | 38 | 4% | 8%
CN1CCN(C(=O)c2cc(-c3ccccc3)on2)CC1 | 0.8% | -0.1% | 0.0 | 53 | -1% | -1.1% | 2% | i | 13 | 3% | 8%
CCCC(=O)c1c(C)c2ccccc2n1C | 0.6% | 0.0% | 0.6 | 74 | -9% | 1.9% | -12% | i | 75 | 5% | 2%
COC(=O)CSc1nc2cc(C)cc(C)c2cc1C#N | -1.4% | -0.4% | 0.4 | 83 | 7% | 2.3% | 12% | i | 55 | -2% | -17%
Nc1ncnc2c1ncn2[C@@H]1O[C@H](CNCc2ccc(-n3cccn3)cc2)[C@@H](O)[C@H]1O | 0.1% | x | 0.3 | 56 | -2% | x | x | i | 13 | 7% | x | Dengue-2 NS5 capping pilot replicate=-2.4
O=C(c1ccc(S(=O)(=O)c2ccccc2Cl)c([N+](=O)[O-])c1)N1CCN(Cc2ccccc2)CC1 | -0.6%[50 µM] | u | 3.0 | 46 | -2% | 11% | 0% | i | 54 | 3% | 10%
COc1ccc(CN(C)S(=O)(=O)c2c(C)noc2C)cc1OC | 0.6%[50 µM] | x | -0.8 | 52 | -7% | 0.6% | x | i | 40 | 4% | x
COc1n[nH]c2nncnc12 | 0.9% | 0.0% | 1.2 | 45 | -4% | 1.8% | 10% | i | 52 | 16% | -2%
Cc1ccc(-c2ccc(/C=C3/NC(=O)NC3=O)o2)cc1[N+](=O)[O-] | 0.0% | -0.1% | x | x | 10% | x | 29% | x | x | -19% | -6%
CCN(CC)CCN(CC(=O)N(C1CCCCC1)C1CCCCC1)C(=O)c1cccnc1 | 0.1% | -0.3% | 1.5 | 45 | 4% | -1.4% | 7% | i | 43 | 6% | 1%
CCOc1cc(/C=C(/C#N)c2ccc(Cl)cc2)cc(Cl)c1OCC(=O)O | -0.5% | -0.8% | x | x | 34µM* | x | 20% | x | x | 11% | -5%
CC(C)NS(=O)(=O)c1ccc(NC(=O)Cc2cccs2)cc1 | 4.8% | -1.1% | 1.2 | 43 | -8% | 3.4% | 4% | i | 31 | 5% | -10%
COc1ccc(CCNC(=O)c2ccc(CN3CCC(Cc4ccccc4)CC3)cc2)cc1OC | -12% | -1.0% | 0.9 | 45 | -4% | 11% | -4% | i | 46 | 2% | 0%
Cc1cccc(C2CC(c3ccc(Br)cc3)Nc3nc(N)nn32)c1 (stereo not given) | -3.4% | -0.7% | 1.8 | 52 | -7% | 2.5% | 4% | x | x | 6% | -6%
CCCn1nc(C(=O)N2CC(=O)Nc3ccccc32)c2ccccc2c1=O | 0.1% | u | 1.2 | 102 | 1% | -0.3% | 5% | i | 10 | 4% | -1%
CCOC(=O)[C@@H]1CCNC[C@@H]1c1ccccc1 | -0.1% | 0.4% | 0.5 | 54 | -3% | 0.7% | 8% | i | 53 | 11% | -7%
C#CCOc1ccc(Br)cc1/C=N/O | -0.4% | 0.4% | 0.9 | 49 | -10% | 10% | 2% | i | 42 | 3% | 3%
CN(/N=C/Cc1nnnn1-c1ccc(Cl)cc1)c1ccccc1 | 0.0% | 0.0% | -0.2 | 56 | 2% | 5.0% | 13% | i | 38 | 8% | -6%
O=c1cc(CSCc2ccc(Cl)cc2)[nH]c(=O)[nH]1 | -0.1% | 0.9% | -1.0 | 47 | 0% | 1.4% | 7% | i | 50 | 4% | 4%
COc1ccc(-c2nnn(CC(=O)N(CCCO)C(C(=O)NC3CCCC3)c3ccncc3)n2)cc1 (stereo not given) | 0.0% | 0.4% | 0.1 | 25 | -9% | -0.9% | 8% | i | 27 | -7% | 15%
Further entries:
SMILES | UTI89 phage lysis | West Nile virus CPE | NTR1 agonist | NTR1 agonist cell count 20 µM | Dengue-2 NS5 capping | RSV CPE inhibition | SV40 large T antigen | T cell modulator | T cell modulator vesicle-bound % | Rac1 GTP hydrolysis | Salmonella PhoP GFP | others
O=C(CC(NC(=O)OCc1ccccc1)C(=O)O)OCc1ccccc1 (stereo not given) | 0.1% | 0.5% | 3.0 | 54 | -5% | -0.2% | 8% | i | 60 | 5% | 3%
CCN(c1ccccc1)S(=O)(=O)c1ccc(OC)c(NC(=O)Cc2ccccc2OC)c1 | -0.4%[50 µM] | x | 1.0 | 87 | -3% | 35µM* | x | i | 38 | -1% | x
COc1ccc(Cc2nnc(SCC(=O)c3ccc4c(c3)NC(=O)CO4)o2)cc1 | 0.6%[50 µM] | x | 2.7 | 61 | -6% | 2.2% | 18% | i | 30 | 5% | -8%
COc1ccc(-c2ccc(SCc3cccnc3)nn2)cc1OC | 2.8% | 0.0% | -0.6 | 33 | 2% | u | 11% | i | 13 | -9% | -1%
O=C(Nc1ccc2cn[nH]c2c1)c1ccc(Cl)c(S(=O)(=O)N2CCOCC2)c1 | 0.2%[50 µM] | -0.5% | 6.9 | 41 | -3% | 0.8% | 4% | i | 44 | -6% | 3%
O=C(c1cc(-c2ccc(Cl)c(Cl)c2)on1)N1CCN(c2ccccc2)CC1 | 0.1% | -0.8% | 5.0 | 54 | -2% | 2.8% | 1% | i | 50 | 5% | -8%
CCc1ccccc1NC(=S)NN | x | -1.1% | -0.1 | 70 | x | 1.9% | 29% | i | 52 | x | 2%
N/C(=N\OC(=O)c1ccc(F)cc1)c1ccccc1 | 1.0% | x | 5.1 | 55 | -2% | 2.0% | 2% | i | 36 | -1% | -2%
COc1cccc(NC(=O)CNc2cc(S(=O)(=O)N3CCOCC3)ccc2N2CCCC2)c1 | 0.9%[50 µM] | x | 1.0 | 89 | 4% | -0.7% | x | i | 31 | -2% | x
O=C(/C=C/c1cccnc1)c1ccccc1O | 0.3% | 0.3% | 1.7 | 34 | -42% | 1.5% | 12% | i | 41 | 0% | 5%
COc1cccc(NC(C(=O)Nc2cccc(C(C)=O)c2)c2ccccc2)c1 (stereo not given) | -0.2% | -1.1% | -0.1 | 56 | -8% | 1.3% | 14% | i | 39 | -13% | 23%
O=C(Nc1ccccc1F)c1ccccc1-c1ccc(C(F)(F)F)cc1 | 0.9%[50 µM] | -0.7% | 0.7 | 58 | 3% | 1.7% | 7% | i | 6 | 5% | -14%
Cc1ccc(CNC(=O)C2(C)Oc3ccccc3NC2=O)cc1 (stereo not given) | 0.3% | -0.4% | 2.2 | 52 | -1% | 0.8% | -3% | i | 26 | -8% | -9%
COc1ccc(NC(=S)NCC(c2ccco2)N2CCCC2)cc1 (stereo not given) | -0.6% | -0.3% | -0.2 | 39 | -5% | 0.1% | 4% | i | 22 | -2% | 3%
CCn1nnnc1-c1ccc(OC)c(S(=O)(=O)NCc2ccccc2)c1 | 0.0% | 0.9% | 1.1 | 86 | -6% | 2.7% | 9% | i | 61 | 6% | -1%
COc1cccc(CN(C)C(=O)CCNC(=O)c2ccco2)c1 | 0.5%[50 µM] | x | 3.6 | 59 | -8% | 0.9% | x | i | 24 | 1% | x
COc1ccc(-c2csc(Nc3ccc(S(N)(=O)=O)cc3)n2)cc1 | -0.2% | 1.4% | 7.7 | 71 | -12% | u | 0% | i | 30 | 15% | 24% | Dengue-2 NS5 capping pilot replicate=3.3
Cc1cc(C)nc(NC(=O)c2ccc([N+](=O)[O-])c(C)c2)n1 | 0.3% | -1.1% | -1.0 | 61 | -3% | 2.3% | 2% | i | 48 | 9% | -4%
Cc1cc(OC(C)C(=O)NC(Cc2c[nH]c3ccc(O)cc23)C(=O)O)c2c(C)c(C)c(=O)oc2c1 (stereo not given) | -0.9% | 0.0% | -1.9 | 95 | 12% | -0.4% | 69% | i | 46 | -2% | -11%
COC(=O)NNC(=O)c1ccccc1C | 0.2% | 0.2% | -0.4 | 72 | -5% | -0.3% | 67% | i | 37 | -3% | 1%
C/C(=N/OC(=O)c1ccccc1)c1oc(C)nc1C | -0.9% | 0.1% | 0.6 | 46 | -6% | x | 0% | i | 14 | 17% | -8%
O=C(CO/N=C1\CCCc2nonc21)Nc1ccccc1Cl | 1.7%[50 µM] | -0.2% | -0.7 | 49 | 4% | 3.1% | 17% | i | 54 | 3% | -7%
Cc1ccccc1OCc1nnc(SCC(=O)Nc2ccc3c(c2)OCO3)n1C | 1.4% | -0.7% | -0.5 | 87 | 8% | 2.4% | 10% | i | 34 | 6% | -3% | Dengue-2 NS5 capping pilot replicate=-6.7
NC(=O)Cn1c(=O)n(Cc2ccco2)c(=O)c2c3c(sc21)CCCCC3 | 6.0% | 1.4% | -1.1 | 63 | 2% | 2.4% | 33µM* | i | 20 | 14% | -9%
CC(=O)N1CCN(C(=O)c2cc(-c3ccc(Cl)s3)nc3ccccc23)CC1 | -0.1%[50 µM] | x | -0.9 | 60 | 1% | 3.5% | 17% | i | 30 | 7% | -4%
COc1ccc(N2C(=O)CC(N3CCC(O)(c4ccc(Br)cc4)CC3)C2=O)cc1 (stereo not given) | 0.3% | 0.1% | 0.8 | 45 | -3% | 1.7% | 2% | i | 60 | 2% | -7%

Rows are unselected. About 1.5% of those tested had a hit in this group.
